Screening results (PubChem)
CSN deneddyl inh = inhibitors of CSN-mediated cullin deneddylation, primary screen, biochemical, fluorescence polarization, uHTS; COP9 signalosome complex subunit 5 (Homo sapiens), Q92905; Purified CSN, SCF-Nedd8-OG deneddylation; inhibition, % at 12.5 µM; 0.38% of 360,000 active;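 active = pattern-corrected inhibition above about 35%, with an unprinted fluorescence ratio check between 0.5 and 1.5, limit read from the data, passing the limit was not always enough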;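 also: 0% = enzyme with substrate and 100% = substrate without enzyme; some results filed as inactive read as strong as hits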
Target sequence (Q92905 whole entry, looked up, one chain of several): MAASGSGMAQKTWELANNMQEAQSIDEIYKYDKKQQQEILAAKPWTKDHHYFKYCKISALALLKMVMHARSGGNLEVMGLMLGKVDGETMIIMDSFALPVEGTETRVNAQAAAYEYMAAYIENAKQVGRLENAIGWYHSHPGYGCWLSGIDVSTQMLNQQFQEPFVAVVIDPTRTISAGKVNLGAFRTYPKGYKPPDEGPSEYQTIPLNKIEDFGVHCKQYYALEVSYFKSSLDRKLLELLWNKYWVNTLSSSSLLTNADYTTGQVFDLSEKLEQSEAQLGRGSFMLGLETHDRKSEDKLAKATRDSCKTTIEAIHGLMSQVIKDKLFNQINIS
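Test system: Human Csn5 produced in HEK293T cells | Compound: 12.5 µM single point | Times: 90 min, room temperature | Signal: Fluorescence polarization readout | Read-out basis: % inhibition of substrate cleavage by Csn5 | Controls: no-enzyme wells high, enzyme-with-substrate wells low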
Rpn11 inh = Rpn11 (PSMD14) deubiquitinase inhibitors, primary screen, biochemical, fluorescence polarization, uHTS. 26S proteasome non-ATPase regulatory subunit 14 (Homo sapiens), O00487. human 26S proteasome, Ub4-pepOG fluorescence polarization; 20S core pre-blocked with epoxomicin. calls only at 20 µM. 0.59% of 360,000 active. AID 588493, 2011;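 active = inhibition at 20 µM, scaled to each plate's controls, above about 33%, limit read from the data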
Rin1-Abl PPI inh = inhibitors of Rin1-Abl protein binding, primary screen, biochemical, TR-FRET; inhibition, % at 7.35 µM; 0.4% of 360,000 active; AID 588664, 2011; in the data active = inhibition above about 5%, passing the limit was not always enough
Neddylation inh = inhibitors of cullin neddylation, primary screen, biochemical, TR-FRET, uHTS, NAE and Ubc12; calls only at 25 µM; AID 651699, 2012; 0.58% of 360,000 active; in the data active = inhibition above about 36%
MT1-MMP act inh = blockers of MT1-MMP proenzyme processing, primary screen, HT1080 RFP-PRO-GFP cells, GFP/RFP fluorescence; Matrix metalloproteinase-14 (Homo sapiens), P50281; GFP/RFP ratio fluorescence, overnight; percent of plate control window, DMSO zero; GFP/RFP ratio change, % at 20 µM; 0.061% of 360,000 active;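 active = GFP/RFP ratio change of at least 30% with cell ATP level not reduced by more than half and red fluorescence within 50% of control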; also: strong numbers were not always called active
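Material – HT1080 RFP-PRO-GFP cells · Control set – DMSO wells and RFP-L50D-GFP cells · Incubation – overnight cell settling, then overnight compound exposure, 37 °C, 5% CO2 · Compound dosing – single-point 20 µM compound, 1% DMSO · Read-out – GFP/RFP fluorescence ratio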
SKN-1 block = suppressors of acrylamide-induced Pgst-4::GFP reporter in worms, primary screen, SKN-1 inhibitor project, whole organism, uHTS, GFP/RFP fluorescence ratio, strain VP596 | C. elegans VP596 Pgst-4::GFP/RFP ratio, 24 h | inhibition, % at 21.8 µM | 0.49% of 360,000 active | AID 624304, 2012;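 active = interference check ratio from 0.5 to 1.5 plus GFP to RFP signal ratio inhibition reaching or exceeding a fixed threshold, cut at about 30% in these data, passing the limit was not always enough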; also: some compounds called inactive have numbers as strong as hits
PABP1 MLLE inh = inhibitors of PABP1 MLLE–PAM2 peptide binding, primary screen, biochemical, fluorescence polarization, FITC-PAM2, GST-MLLE. inhibition, % at 20 µM. 0.36% of 360,000 active. AID 588489, 2011; in the data active = inhibition above about 35%, passing the limit was not always enough;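 also: plate controls were DMSO wells with GST-MLLE for no effect and wells lacking GST-MLLE protein for full effect; some results filed as inactive read as strong as hits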
Target sequence (P11940 whole entry, looked up): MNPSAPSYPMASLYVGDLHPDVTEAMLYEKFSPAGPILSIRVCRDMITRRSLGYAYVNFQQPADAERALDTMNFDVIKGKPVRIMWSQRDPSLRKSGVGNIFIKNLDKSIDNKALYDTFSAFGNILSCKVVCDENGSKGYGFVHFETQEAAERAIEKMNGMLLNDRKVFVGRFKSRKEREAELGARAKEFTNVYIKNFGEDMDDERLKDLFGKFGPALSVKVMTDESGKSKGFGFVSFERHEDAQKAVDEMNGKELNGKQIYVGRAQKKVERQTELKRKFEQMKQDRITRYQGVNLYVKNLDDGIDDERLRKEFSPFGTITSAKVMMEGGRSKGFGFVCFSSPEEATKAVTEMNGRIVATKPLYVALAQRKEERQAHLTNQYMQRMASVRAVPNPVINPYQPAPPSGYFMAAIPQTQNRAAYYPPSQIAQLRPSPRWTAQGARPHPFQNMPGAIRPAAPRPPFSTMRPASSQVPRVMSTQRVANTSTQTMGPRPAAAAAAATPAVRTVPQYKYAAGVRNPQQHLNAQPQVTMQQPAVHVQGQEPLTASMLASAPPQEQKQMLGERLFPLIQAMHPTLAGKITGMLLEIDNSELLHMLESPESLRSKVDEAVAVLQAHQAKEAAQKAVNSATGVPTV
FAS-TE inh = FAS thioesterase domain inhibitors, primary screen, biochemical, fluorescence intensity, uHTS; recombinant FAS-TE, OMFH fluorogenic substrate, fluorescence endpoint; 0.67% of 360,000 active; AID 602261, 2012; inhibition, % at 15 µM;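 active = compounds whose normalised, plate-corrected inhibition of enzyme fluorescence in the single-dose primary screen is 50% or more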;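 also: 0% = DMSO with enzyme and 100% = substrate without enzyme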
NadD block = inhibitors of S. aureus NadD, primary screen, biochemical, colorimetric, uHTS; Nicotinate-nucleotide adenylyltransferase NadD (Staphylococcus aureus N315); purified NadD enzyme, colorimetric absorbance read-out; inhibition, % at 20 µM; 0.78% of 360,000 active; in the data active = inhibition above about 26%; also: some compounds past the cut are filed as inactive
Starred values were filed as active, the others as inactive; i = inactive; . = not tested or not shown; + = active, no number. Compounds were not picked by outcome; about 3.9% have a hit in one of these screens.

SMILES | CSN deneddyl inh | Rpn11 inh | Rin1-Abl PPI inh | Neddylation inh | MT1-MMP act inh | SKN-1 block | PABP1 MLLE inh | FAS-TE inh | NadD block
CS(=O)(=O)c1ccc2nc(NC(=O)CCN3C(=O)c4ccccc4C3=O)sc2c1 | -10 | i | 3 | i | 0 | 3 | -2 | -6 | -5
Cc1cc(N2CCOCC2)n2cc(-c3ccc(F)cc3)nc2n1 | 8 | i | -5 | + | 1 | 4 | -4 | -3 | -3
CC(=O)Nc1ccc(NC(=O)C(=O)NCC(c2ccco2)N2CCc3ccccc3C2)cc1 (centres undefined) | -8 | i | -2 | i | -1 | -7 | 10 | -4 | 2
C#CC1(O)CCCC2C3CCC4CC(OC(C)=O)CCC4(C)C3C(=O)CC21C (centres undefined) | -3 | i | 1 | i | 1 | 7 | 13 | 7 | -5
Cc1cccc(C(=O)Nc2cc(S(=O)(=O)N3CCOCC3)ccc2N2CCCCC2)c1 | 1 | i | 0 | i | -2 | 13 | -3 | 39 | 2
O=C(NNC(=O)C1CC2CCC1C2)c1ccccc1 (centres undefined) | 8 | i | 2 | i | 0 | 5 | -9 | -9 | 10
Cc1cc(C)c(S(=O)(=O)N2CCN(C(=O)N3CCOCC3)CC2)c(C)c1 | 0 | i | 0 | i | 4 | 9 | -8 | -7 | 1
Cc1cccc(Cn2c(NCCO)nc3c2c(=O)n(C)c(=O)n3C)c1 | 1 | i | 4 | i | 12 | 0 | -10 | -11 | -1
COc1cc(/C=N/NC(=O)C(=O)NCc2cccnc2)ccc1O | -4 | i | -4 | i | 1 | 0 | 7 | -12 | 1
CC(C)CCNC(=O)CSc1nc2ccsc2c(=O)n1NC(=O)c1ccccc1 | -3 | i | -1 | i | 1 | 15 | -3 | -3 | 3
CSc1nc2ccccc2n1C(=O)Oc1ccccc1 | 2 | i | -2 | i | 12 | -6 | -3 | 8 | -6
CN(C)CCCNC(=O)C[C@H]1C[C@H](C(=O)N2CCCCC2)[C@@]2(C)c3[nH]c4ccc(Cl)cc4c3CCN2C1=O | 6 | i | 0 | i | -2 | -12 | -6 | -5 | -8
O=C(CCn1nc(-c2ccccc2)ccc1=O)N1CCN(c2ccccc2)CC1 | -3 | i | 0 | i | 1 | -4 | 6 | -3 | -7
CCOc1ccc(-c2cnc3ccccc3n2)cc1 | -1 | i | -5 | i | -2 | 35* | -11 | 6 | -13
O=C(NCCN1CCOCC1)c1cccc(S(=O)(=O)N2CCCCCC2)c1 | -1 | i | 2 | i | . | -13 | -10 | -8 | -1
CCOC(=O)Nc1ccc2c(CN3C(=O)NC4(CCCC4)C3=O)cc(=O)oc2c1 | -3 | i | 1 | . | 4 | -2 | -6 | -2 | 9
CS(=O)(=O)NNC(=O)c1cc2cc3ccccc3nc2s1 | -1 | i | 1 | i | 6 | 6 | -24 | -4 | -3
C[C@@H]1CCCCO[C@H](CN(C)Cc2ccc(Cl)c(Cl)c2)[C@@H](C)CN([C@H](C)CO)C(=O)c2cc(N(C)C)ccc2O1 | -3 | i | -1 | i | -1 | 22 | -14 | 5 | -5
CCc1nc2ccc(C(=O)N3CCN(S(=O)(=O)CC)CC3)cn2c1N(CCC(C)C)CCN(C)C | -6 | i | 1 | i | 2 | 2 | 7 | -6 | -3
CC(=O)c1ccc(NC(=O)c2ccccc2Sc2ncnc3sc(C)c(C)c23)cc1 | 6 | i | -3 | i | -1 | -5 | 10 | 18 | -6
Cn1ncc2c(=O)n(/N=C/c3ccccc3)cnc21 | 4 | i | 2 | i | -2 | 7 | -1 | -10 | -3
O=C(O)Cc1ccc(NC(=O)Nc2cccc(Cl)c2)cc1 | -2 | i | 3 | i | -4 | -1 | -10 | -5 | -3
COc1ccc([N+](=O)[O-])cc1NC(=O)COC(=O)c1ccccc1C(=O)c1ccccc1 | 1 | i | 2 | i | 0 | -12 | -6 | 28 | -5
COc1ccc(NC(=O)CSc2nnc(CNC(=O)c3ccco3)n2-c2ccccc2OC)cc1 | 4 | i | -1 | i | -1 | -8 | 4 | -4 | 5
O=C(Nc1ccncc1)c1cccc(S(=O)(=O)N2CCc3ccccc32)c1 | 2 | i | -2 | i | 11 | -41 | -13 | 4 | -3
COCC(=O)Nc1ccc(S(=O)(=O)Nc2ccccn2)cc1 | -3 | i | 0 | i | -2 | 1 | -8 | -4 | -2
COc1ccccc1Cn1c(=O)c2ccccc2n2c(SCC(=O)N3CCCCC3)nnc12 | -4 | i | 1 | i | -4 | 4 | -70 | 0 | 2
Cc1cccc(NC(=S)N2CCC(N(C)CC3CCCO3)CC2)c1 (centres undefined) | -1 | i | 1 | i | -3 | 4 | -11 | -2 | 2
CCOC(=O)C1CCCN(C(=O)CSc2nnc3nc(C)cc(C)n23)C1 (centres undefined) | -12 | i | -2 | i | 0 | -4 | 9 | -4 | 2
CCOC(=O)C(=O)N(C)c1c(CC)nc2c(OCc3ccccc3OC)cccn12 | 0 | i | -6 | i | -1 | 12 | 13 | -5 | 7
O=C(OCc1nnc(-c2ccccc2)o1)c1cc2ccccc2cc1O | -8 | i | 2 | i | 0 | -10 | -9 | 25 | 3
COc1ccc(CCC(=O)N2c3ccccc3N=C(c3ccc(C(F)(F)F)cc3)C2C(=O)NC2CCCC2)cc1 (centres undefined) | 9 | . | . | . | -20 | -3 | . | . | .
COc1ccc(OC)c(/C=C/C(=O)Oc2ccc(C(C)=O)cc2)c1 | 1 | i | 1 | . | -1 | 22 | -13 | 3 | -12
CCCOc1cccc(C(=O)N(Cc2ccccc2)C2CCS(=O)(=O)C2)c1 (centres undefined) | 5 | i | 0 | i | -1 | -2 | 6 | 2 | -15
COC(=O)[C@H]1C[C@@H]1[C@H](NC(=O)[C@H]1C[C@@H]1[C@H](NC(=O)OCc1ccccc1)c1ccccc1)c1ccccc1 | 2 | i | 0 | i | -1 | 12 | -5 | 14 | -3
O=S(=O)(NCC1(N2CCOCC2)CCCCC1)c1ccccc1Cl | -3 | i | -4 | i | 1 | -7 | 5 | 4 | -5
O=C(CCc1ccccc1)Nc1ccc(N2CCCCC2)cc1 | 6 | i | -1 | i | 4 | 6 | -7 | -1 | 4
CN1C(=O)Cc2cc(S(=O)(=O)N3CCN(c4cccc(Cl)c4)CC3)ccc21 | -10 | i | 1 | i | -2 | 6 | 1 | 1 | 16
CCCc1nc2ccccc2n1C(C(=O)NC(C)(C)C)C1CC1 (centres undefined) | -6 | . | . | i | 2 | 2 | . | . | .
CCc1ccccc1NC(=O)C/C(C)=N/NC(=O)COc1ccccc1C | -4 | i | 2 | i | -1 | 7 | 12 | -1 | -1

Filtered by structure, the entries above with two or more sulfur atoms.
SMILES | CSN deneddyl inh | Rpn11 inh | Rin1-Abl PPI inh | Neddylation inh | MT1-MMP act inh | SKN-1 block | PABP1 MLLE inh | FAS-TE inh | NadD block
CS(=O)(=O)c1ccc2nc(NC(=O)CCN3C(=O)c4ccccc4C3=O)sc2c1 | -10 | i | 3 | i | 0 | 3 | -2 | -6 | -5
CC(C)CCNC(=O)CSc1nc2ccsc2c(=O)n1NC(=O)c1ccccc1 | -3 | i | -1 | i | 1 | 15 | -3 | -3 | 3
CS(=O)(=O)NNC(=O)c1cc2cc3ccccc3nc2s1 | -1 | i | 1 | i | 6 | 6 | -24 | -4 | -3
CC(=O)c1ccc(NC(=O)c2ccccc2Sc2ncnc3sc(C)c(C)c23)cc1 | 6 | i | -3 | i | -1 | -5 | 10 | 18 | -6

Following part:
SMILES | CSN deneddyl inh | Rpn11 inh | Rin1-Abl PPI inh | Neddylation inh | MT1-MMP act inh | SKN-1 block | PABP1 MLLE inh | FAS-TE inh | NadD block
COc1ccc(C(=O)NN2CC(O)=C(c3nc4ccccc4n3C)C2=N)cc1OC | -5 | i | 1 | i | -8 | 7 | 4 | -9 | -2
O=C(Nc1ncccc1O)c1ccc(S(=O)(=O)N2CCCC2)cc1 | 2 | i | 1 | i | 6 | 9 | 6 | -6 | -6
Cc1cc2oc(C(=O)Nc3cccnc3)c(C)c2cc1C | 14 | i | 0 | i | 0 | 4 | 12 | -3 | 4
CS(=O)(=O)N1CCN(c2ccccc2NC(=O)c2ccc([N+](=O)[O-])o2)CC1 | -5 | i | -5 | i | -9 | 11 | 2 | 21 | 0
COc1c(C)cc(Br)cc1C(=O)NCc1cccnc1 | 1 | i | 4 | i | 1 | 7 | 9 | -6 | -5
CC(C)(C)NC(=O)CN(Cc1cccs1)C(=O)CNS(=O)(=O)c1ccccc1 | 3 | i | -3 | i | -2 | -3 | 1 | -11 | 4
CCOC(=O)c1c(-c2cccs2)csc1NC(=O)CC(C)C | -2 | i | 2 | i | -6 | 12 | -8 | 24 | 6
O=C(Nc1ccc2c(c1)OCO2)C1CC(=O)N(c2ccc(F)cc2)C1 (centres undefined) | 2 | i | 3 | i | 0 | -6 | -9 | -4 | 0
CC(C)NC(=O)COC(=O)/C=C/c1ccc(F)cc1 | -4 | i | 1 | i | 3 | 0 | -8 | -6 | 4
S=C(Nc1ccc(Br)cc1Cl)N1CCN(c2ccccn2)CC1 | 5 | i | 0 | i | 0 | 18 | -32 | -5 | -2
Fc1ccc(/C=N/N2CCN(Cc3ccccc3)CC2)cc1 | 5 | i | 1 | i | 0 | 3 | -4 | 4 | -1
O=C1CN(C(=O)c2ccccc2F)C(c2ccccc2)c2cc(F)ccc2N1 (centres undefined) | -3 | i | -2 | i | -10 | 25 | -6 | -2 | -2
CC(=O)Nc1ccc(NC(=O)C/C(C)=N/NC(N)=S)cc1 | -2 | i | -3 | i | 0 | -2 | -5 | -4 | -2
Cc1ccc(S(=O)(=O)NC(N)=NCCc2ccc(Cl)cc2)cc1C | 0 | i | 0 | i | 4 | -11 | 6 | -10 | -20
Cc1nnc(SCC(=O)NC(=O)NC(C)C)s1 | 3 | i | 2 | i | -4 | -12 | -2 | 0 | 4
CCC(C)NCC(=O)Nc1ccc(S(N)(=O)=O)cc1 (centres undefined) | 2 | i | 0 | i | -1 | -7 | -4 | -5 | -3
Cc1ccc(/C=N/N2CCCCC2)o1 | -3 | i | 0 | i | 5 | 6 | -2 | -4 | -1
O/N=C1\CCc2cc(Cl)ccc21 | 1 | i | -1 | i | -4 | -6 | 6 | -1 | -3
Cc1ccc(-n2c(C)cc(C=C3C(=O)N(C)C(=O)N(C)C3=O)c2C)cc1 | 0 | i | 2 | i | 3 | 5 | -8 | -5 | -3
O=C1NC(=S)N/C1=C/c1cccc([N+](=O)[O-])c1 | -6 | i | 3 | i | 1 | -3 | -5 | 5 | -1
CCc1cc2c(CN3CCN(CC)CC3)cc(=O)oc2cc1O | 1 | i | 0 | . | 4 | -6 | -7 | -13 | -1
O=C(CN1C(=O)NC2(CCCCC2)C1=O)Nc1ccc(Cl)c(S(=O)(=O)N2CCOCC2)c1 | -2 | i | 0 | i | 9 | -1 | -3 | 1 | -4
COCCCNC(=O)/C(C#N)=C1\N=C(NC(=O)c2cccs2)c2ccccc21 | 12 | i | -6 | i | -11 | 10 | -38 | 5 | -3
